Source: PubChem
All columns: NCI-60 one-dose screen, growth in % after 48 h at 10 µM unless noted; 100 = growth as untreated, 0 = no growth, -100 = all killed.
DU-145 – DU-145 prostate cancer. hit rate 4.2% among 81,000
OVCAR-3 – OVCAR-3 ovarian cancer; hit rate 7% among 79,000; AID 1794787
SF-295 – SF-295 CNS cancer cells; hit rate 5.6% among 79,000
SF-539 – SF-539 CNS cancer; AID 1794752; hit rate 6.8% among 81,000
U251 – U251 CNS tumor cells; hit rate 5.4% among 80,000
SF-268 – SF-268 CNS cancer cells | hit rate 3.1% among 82,000 | AID 1794759
OVCAR-8 – OVCAR-8 ovarian cancer | AID 1794782 | hit rate 4.4% among 81,000
PC-3 – PC-3 prostate cancer cells; hit rate 3.9% among 80,000
SNB-19 – SNB-19 CNS cancer cells; hit rate 2.5% among 81,000; AID 1794751
The depositor's hits bear a star; nt = no result given; & = joins results of further samples. The calls were made as follows: active = growth percent below 10; inactive = the rest.

SMILES	DU-145	OVCAR-3	SF-295	SF-539	U251	SF-268	OVCAR-8	PC-3	SNB-19
N#CC(c1ccccc1)N(CCCCCCN(C(=O)c1ccccc1)C(C#N)c1ccccc1)C(=O)c1ccccc1 (configuration not stated)	114	101	95	98	92	101	112	87	103
CC1C(=O)C2=C(CCCC2)c2cn(Cc3ccccc3)c3cccc1c23 (configuration not stated)	96	98	99	97	92	94	87	85	96
CCN(CC)CCOc1ccc(/C(=C(/C)c2ccccc2)c2ccc(OC(C)=O)cc2)cc1	105	104	103	101	103	93	112	97	107
Cc1cc(-c2ccccc2)nc(=O)[nH]1	117	115	100	98	100	117	96	99	105
OCC1(CO)COC(c2ccccc2)OC1	122	136	119	120	120	108	119	102	106
CC(=O)Nc1ccc(-c2cc3c(NCc4ccccc4)ncnc3s2)cc1	76	88	87	92	92	88	98	89	82
CCCCCOC(=O)c1cccnc1	107	115	95	102	96	102	108	86	106
Fc1ccccc1Cc1cn2cc(-c3ccc(Cl)cc3)nc2s1	96	109	95	99	98	105	100	94	100
COC(=O)[C@H](c1ccccc1Cl)N1CCc2sccc2C1	116&117	103&112	101&104	108&92	97&106	112&113	99&98	94	106&96
Fc1ccc(Nc2n[nH]c(Cc3ccccc3)n2)cc1	106	107	102	95	100	97	105	101	103
CC(=O)Nc1ccc2c(c1)/C(=C\C=C/c1ccc([N+](C)(C)C)cc1)c1ccccc1-2	73	78	47	42	26	49	57	68	37
Cc1ccc(NC(=O)OCCN(C)C)cc1Cl	92	47	92	95	101	78	99	82	94
CCCCn1c(-c2ccc(O)cc2)cn2c3c(=O)[nH]c(=O)n(C)c3nc12	101	90	78	75	67	86	92	69	83
O=c1ccc2cnc3sc(-c4ccccc4)nc3c2[nH]1	89	97	95	85	94	91	101	96	105
C/C(=C(/C)C1CC1CCN(Cc1ccccn1)Cc1ccccn1)c1ccccc1 (configuration not stated)	107	nt	95	104	100	104	99	101	95
C[C@]12CCC=CC1=C[C@@H]1[C@@H]2CC[C@]2(C)C(=O)CC[C@@H]12	111	107	101	105	112	96	117	92	105
O=C(O)c1c(Cl)c(Cl)c(Cl)c(Cl)c1C(=O)OCC1CCCO1 (configuration not stated)	109	101	109	105	101	99	107	97	104
CCN(CC)Cc1cc(Nc2c3ccccc3nc3cc(Cl)ccc23)ccc1O	-16*	-92*	-38*	-100*	-52*	-77*	-60*	-42*	nt
Cn1ccnc1C(=O)/C=C/c1ccc(NC(=O)Nc2ccc(F)cc2)cc1	35	56	23	-16*	20	56	16	53	34
Cc1ccsc1/C=N/NC(N)=S	118	107	107	92	104	117	103	87	116
Cc1ccc(S(=O)(=O)Nc2cc(C)cc(CCNC=O)c2C)cc1	122	110	97	92	102	108	108	106	nt
C=C(C)c1ccc(C(=C)C)cc1	116	120	100	113	105	111	110	89	112
O=C(CCCl)c1ccc(F)cc1	109	102	97	99	97	100	103	93	102
COc1cccc(NC2=CC(=O)C(C)=C(C)C2=O)c1	113	0.3*	105	22	95	75	17	36	98
COc1ccc(N2C(=O)c3ccc4c(ccn4S(=O)(=O)c4ccc(C)cc4)c3C2=O)cc1	109	101	97	99	86	100	88	54	100

Among those listed so far, 5 contain four or more nitrogen atoms:
SMILES	DU-145	OVCAR-3	SF-295	SF-539	U251	SF-268	OVCAR-8	PC-3	SNB-19
N#CC(c1ccccc1)N(CCCCCCN(C(=O)c1ccccc1)C(C#N)c1ccccc1)C(=O)c1ccccc1 (configuration not stated)	114	101	95	98	92	101	112	87	103
CC(=O)Nc1ccc(-c2cc3c(NCc4ccccc4)ncnc3s2)cc1	76	88	87	92	92	88	98	89	82
Fc1ccc(Nc2n[nH]c(Cc3ccccc3)n2)cc1	106	107	102	95	100	97	105	101	103
CCCCn1c(-c2ccc(O)cc2)cn2c3c(=O)[nH]c(=O)n(C)c3nc12	101	90	78	75	67	86	92	69	83
Cn1ccnc1C(=O)/C=C/c1ccc(NC(=O)Nc2ccc(F)cc2)cc1	35	56	23	-16*	20	56	16	53	34

(continued)
SMILES	DU-145	OVCAR-3	SF-295	SF-539	U251	SF-268	OVCAR-8	PC-3	SNB-19
Cn1cc(-c2cc(N)n3nc(-c4c[nH]c5ccccc45)cc3n2)c2ccccc21	-89*	-79*	-90*	-100*	-93*	-51*	-83*	-50*	-89*
CC1=CC(=O)OC(C)(C)C1	108	116	106	94	93	112	100	94	122
COC(=O)c1cc(-c2ccccn2)[nH]c(=O)c1C#N	103	106	97	94	108	100	102	98	nt
CCOC(=O)C(Cl)C(c1ccccc1)c1ccccc1 (configuration not stated)	107	100	93	97	93	99	97	80	99
CCN(CC)c1ccc(C=O)c(OCc2cn(CC(=O)Nc3ccc(OC)cc3)nn2)c1	118	120	99	96	103	114	101	116	106
CC1N=C(SCc2ccc(Cl)cc2)N2C(C)N=C(SCc3ccc(Cl)cc3)N12 (configuration not stated)	106	100	95	97	92	98	95	92	93
CCOC(=O)CNC(=O)NCn1c(=O)[nH]c2ccccc2c1=O	107	101	96	100	94	108	107	99	98
Cc1ccc(/C=C(/C#N)n2nnc3ncccc32)cc1	-27*	-15*	28	-54*	40	25	-1.5*	22	57
CCCCCCCCCCCCCCCCOc1ccc(C(=O)CC(=O)OC)cc1	133	112	109	83	99	111	108	99	106
N#Cc1c(-c2cccc3ccccc23)nc(NCCO)[nH]c1=O	107	105	106	109	98	105	104	96	105
CCN(CC)CCN1C(=O)c2cccc3c(/C=C/CN4C(=O)c5cccc6cccc(c56)C4=O)ccc(c23)C1=O	106	108	108	93	105	94	92	87	96
COc1ccccc1CNCCN1C(=O)c2ccc3c4c(ccc(c24)C1=O)C(=O)N(CCNCc1ccccc1OC)C3=O	-100*	-78*	-57*	-97*	-81*	-79*	-78*	-75*	-91*
COc1ccc(-c2c(C(N)=O)nnn2-c2cc(OC)c(OC)c(OC)c2)cc1	107	106	nt	nt	95	106	99	107	103
O=C1CCC(N2CCSC2=S)N1 (configuration not stated)	105	109	100	105	102	103	105	108	108
Brc1nc(Br)c(Br)[nH]1	106	100	95	104	102	100	92	135	108
CCCCCSc1nc(N)nc2nc[nH]c12	105	118	112	89	107	129	102	88	89
N#Cc1c[nH]n2ccnc12	111	110	100	104	92	107	98	98	108
O=C1C=CC(=O)N1c1cccc2c1CCCC2	103	106	91	105	98	101	110	99	93
Cc1ncc(CC(=O)O)c2c1OC(C)(C)OC2	105	109	95	109	110	105	107	101	105
CCCCOc1nc2c(C)cccc2cc1/C=C/c1cc(/C=C/c2cc3cccc(C)c3nc2OCCCC)[nH]n1	117	113	107	105	100	105	104	94	107
O=C1NC(=O)c2c1c1c3ccccc3[nH]c1c1oc3ccc(O)cc3c21	95	nt	102	95	98	91	100	86	95
CN(C)c1ccc(-c2cc(-c3ccc(Nc4nc(Nc5ccccc5)nc(Nc5ccc(Cl)cc5)n4)cc3)nc(N)n2)cc1	61	49	36	61	30	51	51	nt	67
CNC(=O)c1cc(N2CCc3c2ccc(NC(=O)Nc2ccc(Cl)c(Cl)c2)c3F)ccn1	104	120	70	58	81	109	94	67	88
CC(=O)NCCCCCNC(C)=O	114	114	104	101	101	106	108	106	106
CC(C)(C)OC(=O)N1C(=O)c2c(c3c4ccccc4[nH]c3c3ccc4ccccc4c23)C1=O	57	nt	50	62	59	63	61	43	97
The listing continues.
SMILES	DU-145	OVCAR-3	SF-295	SF-539	U251	SF-268	OVCAR-8	PC-3	SNB-19
COC(=O)c1c(C)nc(Nc2nc3ccccc3s2)nc1-c1ccc(F)cc1	100	89	85	99	92	96	93	60	86
COc1ccccc1/C=N/N=C(\C)c1nnn(-c2ccc(Cl)cc2)c1C	105	nt	99	101	104	108	101	98	100
C=CCc1c(O)c(C=O)c(OC)c2c(=O)cc(-c3ccc(Cl)cc3)oc12	106	97	112	110	96	96	94	84	93
CS(=O)(=O)O	114	106	99	102	94	100	106	102	110
Cc1ccc[n+](CCCCC[n+]2cccc(C)c2)c1	107	118	102	98	99	109	97	105	117
O=c1c2cc(-c3ccccc3)sc2nc2sc(-c3ccccc3)nn12	103	108	99	107	92	100	104	95	102
CCn1c2c(c3ccccc31)CC1CN(Cc3ccco3)C(=O)C1C2C(=O)O (configuration not stated)	100	101	99	101	102	93	105	104	96
CCN(CC)c1ccc(NC2=C(Cl)C(=O)c3nc(C)ccc3C2=O)cc1	88	-30*	105	102	94	91	-12*	74	102
O=S(=O)(NCCCNc1nccc(-n2cnc3ccccc32)n1)c1ccc(C(F)(F)F)cc1	94	97	81	88	91	87	82	67	94
O=C(Cc1ccccc1Nc1c(Cl)cccc1Cl)NN1C(=O)/C(=C/N2N=C(c3ccc4ccccc4c3)CC2c2ccc(Cl)cc2)SC1=S (configuration not stated)	107	99	96	95	95	99	96	77	96
Cc1cc2nc3c4cc(Br)ccc4n(CCN(C(C)C)C(C)C)c3nc2cc1C	107	98	84	93	87	84	73	87	85
CCc1c(N)nc(N)nc1Nc1ccccc1Cl	120	98	100	98	108	102	97	nt	104
CN(Cc1ccccc1)N=Nc1ccccc1	98	103	78	117	112	107	100	122	101
Cc1cc(N2CCCC2)nc(NCc2cc(Nc3ccnc4cc(Cl)ccc34)ccc2F)n1	-66*	-87*	-87*	-70*	-90*	-56*	-54*	-39*	1.2*
CCC(CC)COC(=O)c1ccccc1C(=O)OCC(CC)CC	114	109	163	100	102	108	100	105	90
CCCCCCCCCc1ccc(OCCOCCOCCOCCOCCOCCOCCOCCOCCO)cc1	32	2.5*	0.1*	29	16	28	9.0*	9.4*	29
COC(=O)c1ccc(Cl)c(Cl)c1	103	108	97	98	96	97	99	103	107
CN=C(N)N/N=C(\C)c1ccc2c(c1)Cc1ccccc1-2	-86*	-88*	-52*	nt	-82*	-44*	-67*	-21*	-40*
Oc1ccc(-c2nnc(Nc3ccc(Br)cc3)o2)cc1	101	106	98	92	97	99	104	93	106
COc1ccc2nc(-c3ccc(OC)c(OC)c3)cc(-c3nnc(SC/C(=N\O)c4ccccc4)n3-c3ccccc3)c2c1	93	87	91	87	84	82	82	71	88
CCC1(C)c2cc(C)c(C(C)=O)cc2C(C)(C)C1C (configuration not stated)	104	104	95	99	93	97	103	96	108
COc1ccc(-c2cc(C(=O)N3N=C(c4ccccc4)CC3c3cc(-c4ccccc4)nn3-c3ccccc3)c3ccccc3n2)cc1 (configuration not stated)	111	105	103	96	100	94	102	91	104
O=S(=O)(O)c1ccc(N=Nc2c(S(=O)(=O)O)cc3cc(S(=O)(=O)O)cc(O)c3c2O)cc1	118	112	123	107	102	109	101	90	110
CCCC(C)N (configuration not stated)	113	113	106	108	104	117	108	133	102

Complete entries, quoted from the list.
Entry for `CCC1(C)c2cc(C)c(C(C)=O)cc2C(C)(C)C1C` (configuration not stated) → DU-145: 104; OVCAR-3: 104; SF-295: 95; SF-539: 99; U251: 93; SF-268: 97; OVCAR-8: 103; PC-3: 96; SNB-19: 108
Entry for `CCN(CC)c1ccc(NC2=C(Cl)C(=O)c3nc(C)ccc3C2=O)cc1` → DU-145: 88; OVCAR-3: -30*; SF-295: 105; SF-539: 102; U251: 94; SF-268: 91; OVCAR-8: -12*; PC-3: 74; SNB-19: 102
